Source: PubChem
DT40 TDP1 no CPT: qHTS for Inhibitors of human tyrosyl-DNA phosphodiesterase 1 (TDP1): qHTS in cells in absence of CPT | DT40 Tdp1-/- hTDP1 cells, no CPT, ATP luminescence, 48 h | Potency, µM (top dose mostly 46.2 µM), for the others: at the highest dose activity change, negative = growth inhibition, hits mostly inhibitors | actives 15% (n = 420,000); note: nearly all actives have a fitted effect of over 55% in size
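Stably hTDP1-transfected Tdp1-null chicken DT40 cells were treated with library compounds minus camptothecin and grown for at least 48 hr at 37 °C, after which cellular ATP was quantified by luminescence.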
TDP1 inh: blocks human tyrosyl-DNA phosphodiesterase 1 | Potency, µM (highest dose often 130 µM), inactives show at the top dose activity change, negative = inhibition, hits mostly inhibitors | Q9NUW8 | recombinant TDP1, AlphaScreen DNA substrate cleavage | actives 0.28% (n = 350,000) | AID 485290; note: nearly all actives have a fitted effect of over 40% in size
Target sequence (Q9NUW8 whole entry, looked up): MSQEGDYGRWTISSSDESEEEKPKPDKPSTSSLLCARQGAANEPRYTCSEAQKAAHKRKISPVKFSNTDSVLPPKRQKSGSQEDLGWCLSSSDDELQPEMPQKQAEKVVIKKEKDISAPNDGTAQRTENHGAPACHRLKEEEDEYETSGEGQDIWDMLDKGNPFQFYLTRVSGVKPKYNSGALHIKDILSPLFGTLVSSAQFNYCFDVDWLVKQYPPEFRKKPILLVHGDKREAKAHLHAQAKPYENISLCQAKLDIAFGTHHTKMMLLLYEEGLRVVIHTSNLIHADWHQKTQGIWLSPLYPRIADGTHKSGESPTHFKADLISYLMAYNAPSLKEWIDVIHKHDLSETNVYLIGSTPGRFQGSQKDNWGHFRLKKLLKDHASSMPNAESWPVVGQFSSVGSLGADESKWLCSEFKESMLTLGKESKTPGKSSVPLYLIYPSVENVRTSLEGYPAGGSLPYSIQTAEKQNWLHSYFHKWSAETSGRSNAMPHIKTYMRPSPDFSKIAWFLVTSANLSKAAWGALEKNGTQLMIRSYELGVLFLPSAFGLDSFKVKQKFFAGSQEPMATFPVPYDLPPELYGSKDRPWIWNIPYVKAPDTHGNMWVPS
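Signal: AlphaScreen proximity between streptavidin donor and anti-FITC acceptor beads on intact substrate. Reaction: Tdp1 1 nM, substrate 15 nM final, 5 min RT after 15 min compound preincubation.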
GCN5L2 inh: blocks human GCN5L2 histone acetyltransferase; Q92830; GCN5L2 HAT assay, ThioGlo1 CoA-SH fluorescence; Potency, µM (titrated, usually from 58.9 µM), inactives show at the top dose activity change, negative = inhibition, usual class: inhibitors; actives 0.21% (n = 390,000)
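qHTS, 1536-well. 20nM enzyme, pH 7.5 HEPES/EDTA/Tween-20 buffer; 15 min compound preinc., RT. Start: 75uM H3(1-25), 70uM AcCoA, 50uM ThioGlo1. Read Ex340/Em540 at t=0 (autofluorescence flag) and t=20 min.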
The depositor's hits bear a star; ? = inconclusive; . = not tested or not shown; & = joins results of further samples; [ ] = remark or other dose. Calls come from the whole dose curve; as a rule, active = well fitted curve in the direction sought with a large enough effect; inconclusive = small, poorly fitted or top-dose-only effect, or another doubt; inactive = no such curve, though single readings can be large; an effect the other way counts as inactive or inconclusive. % is set by controls: 0 for no effect and ±100 for the full control effect; potency is the fitted concentration of half-maximal effect. This is a subset. The share of hits here may be higher or lower than overall.

Under each structure: DT40 TDP1 no CPT | TDP1 inh | GCN5L2 inh
- O=[N+]([O-])c1ncccc1OCc1ccc(Cl)c(Cl)c1
    ? | 6% | -6%
- COc1ccc(N2CCCn3c2nc2c3c(=O)n(Cc3ccccc3F)c(=O)n2C)c(OC)c1
    -19% | 6% | 1%
- CC(C(=O)O)C(=O)O
    -2% | . | -2%
- Nc1nc(Cl)nc2ccc(Br)cc12
    12µM* | 4% | 0%
- CN1CCN(S(=O)(=O)c2ccc(NC(=O)Cc3cccs3)cc2)CC1
    -11% | -1% | -11%
- c1cnc2nc(-c3ccc4c(c3)OCO4)cn2c1
    ? | 3% | -7%
- C=C1c2ccccc2NC(=S)N1Cc1ccc2c(c1)OCO2
    4.1µM* | 6% | -12%
- COc1ccccc1N1CCN(CCN2C(=O)C3CCCCN3C2=O)CC1 (stereo unspecified)
    -8% | 4% | 1%
- Cc1nc2c(-c3ccc(F)cc3)c(C)nn2c(C)c1CCC(=O)Nc1ccccc1
    ? | . | -2%
- O=C(c1ccc(NS(=O)(=O)c2cccc3cccnc23)cc1)N1CCCCC1
    -21% | 6% | -4%
- CCc1sc(C(=O)N2CCN(c3ccc(F)cc3)CC2)cc1C
    15µM* | 15% | -4%
- CCNC(=O)CC1C(=O)N(c2ccccc2)C(=O)N1CCc1ccc(OC)cc1 (stereo unspecified)
    -8% | 0% | -12%
- COc1ccc(OC)c(-c2[nH]nc3c2C(c2ccco2)C(C#N)=C(N)O3)c1 (stereo unspecified)
    ? | 9% | -1%
- O=C(CN(C(=O)CCC(=O)Nc1ccccn1)c1cccc(F)c1)NCc1ccco1
    -14% | 9%[0.0935 µM] | -2%
- Cc1nc2ccccc2n1CCN1CCOCC1
    9% | 4% | -5%
- O=S(=O)(c1ccccc1)N1CCN(C(=S)NCCCN2CCOCC2)CC1
    -18% | 6% | -1%
- COc1ccccc1CNC(=O)c1cn(C)c2ccc(S(=O)(=O)N3CCCCC3)cc2c1=O
    . | -2% | -6%
- Cc1cccc2c(=O)cc(C(F)(F)F)[nH]c12
    ? | 3% | 1%
- Cc1cc(C)c(CN2CCN(C(=O)Cn3cnc4c(NCc5ccccc5)ncnc43)CC2)c(C)c1
    1.8µM* | 2%[56.1 µM] | -11%
- Cc1ccc2oc(=O)c3cc(C(=O)NCCCN4CCCCCC4)sc3c2c1
    ? | -1% | -1%
- Cc1ccc(C(=O)NNC(=O)c2ccncc2)cc1S(=O)(=O)N1CCOCC1
    25% | . | -1%
- Cc1nn(Cc2cccc(C(=O)Nc3ccn(Cc4ccccc4F)n3)c2)c(C)c1[N+](=O)[O-]
    ? | 2% | -10%
- COC(=O)c1ccc(CNC(=O)CCNC(=O)c2ccco2)cc1
    17% | -3%[56.1 µM] | -11%
- COc1cc(OC)c2c(-c3cccc(-c4ccc(OC(F)(F)F)cc4)c3)cc(=O)oc2c1
    ? | 1%[56.1 µM] | -18%&-22%
- Cc1cc(OCC(=O)C(C)(C)C)c2c(C)c(C)c(=O)oc2c1
    ? | 4% | -1%
- COc1ccc(-n2c(O)c(/C=N/NS(=O)(=O)c3cccc([N+](=O)[O-])c3)c3ccccc3c2=O)cc1OC
    18µM* | -1% | -13%
- CCOc1ccc(N(C)C(=O)C2CCN(S(=O)(=O)c3c(C)noc3/C=C/c3ccc(C)cc3)CC2)cc1
    5.8µM* | 5% | -8%
- O=C(Nc1ccccc1Cl)NC1(C(=O)N2CCOCC2)CCCCC1
    -7% | 4% | -3%
- COn1c(=O)c(=O)n(OC)c2ccccc21
    -5% | -5% | -3%
- COC(=O)NC1CSCC1OC(=O)CN1C(=O)c2ccccc2C1=O (stereo unspecified)
    -6% | 3% | 3%
- O=C(CCS(=O)(=O)c1cc(Br)cc2c1N(C(=O)C1CC1)CC2)Nc1ccc(C(F)(F)F)cc1
    -6% | -2% | 10%
- Cc1ccoc1C(=O)Nc1ccc2ccccc2c1
    ? | 8% | -5%
- CC(C)c1ccc(NC(=S)NN(c2ccccc2)c2ccccc2)cc1
    26µM* | 1% | -6%
- CC(OC(=O)CCCNC(=O)c1ccc(Cl)cc1)C(=O)N(C)Cc1ccccc1 (stereo unspecified)
    ? | 2% | ?
- COc1ccccc1Oc1coc2c(CN(C)C)c(O)ccc2c1=O
    -21% | 0% | -17%
- CCC(C)NC(=O)c1c(C)oc2nc(C)nc(N3CCOCC3)c12 (stereo unspecified)
    1% | 4% | 7%
- CSc1ccccc1NC(=O)c1cc(-c2cccs2)on1
    -20% | 7% | -5%
- CCOC(=O)c1c(C)[nH]c(C(=O)OC(C)C(=O)Nc2ccccc2OC)c1C (stereo unspecified)
    ? | 5%[56.1 µM] | -3%
- Cc1cc(Cl)c(S(=O)(=O)N2CCCCCC2)cc1OCC(=O)NC1CCCCC1
    1% | 1% | -6%
- CCS(=O)(=O)c1ccc(C(=O)Nc2ccccc2)c(Cl)c1Cl
    ? | 0% | -8%
- CCOCCSc1nc2c(c(=O)[nH]c(=O)n2C)n1CCCc1ccccc1
    ? | 0% | 3%
- CCCCNC(=O)Nc1ccon1
    -8% | 3% | 1%
- O=c1c2cc(Cl)ccc2nc(-c2ccccc2Cl)n1O
    -2% | 6% | 1%
- Cc1ccc([N+](=O)[O-])c(OCCCN2CCCCCC2)c1
    ? | 5% | -22%
- Cc1ccccc1OCC(=O)NCCCNC(=O)c1ccco1
    0% | 6% | -9%
- O=C(COC(=O)c1cc([N+](=O)[O-])ccc1NCc1ccccc1)NCc1ccccc1Cl
    6% | 7% | 1%
- CSCCC(NS(=O)(=O)c1ccccc1F)C(=O)NCC(c1ccc(F)cc1)N1CCOCC1 (stereo unspecified)
    -11% | 3% | 2%
- CCCCC(C(=O)NC1CCCC1)N(Cc1ccccc1)C(=O)c1snc(C(N)=O)c1N (stereo unspecified)
    21µM* | . | -5%
- Cc1cc2nn(-c3ccccc3)nc2cc1NC(=O)c1cccc2c(Cl)cccc12
    -4% | 2% | 0%
- O=C(COC(=O)/C=C/c1cccc(F)c1)NC1CCCCCC1
    -2% | 1% | -2%
- O=C(CNC(=O)c1[nH]cnc1C(=O)N[C@@H](Cc1ccccc1)C(=O)OCc1ccccc1)OCc1ccccc1
    ? | . | -9%
- Cc1ccc(C(=O)N2CCc3ccccc3C2)cc1S(=O)(=O)N1CCOCC1
    ? | 4% | -3%
- CCOC(=O)c1c(OCC)[nH]c2ccc(O)cc12
    0% | 3% | -7%
- O=C(CCN1C(=O)C2CC=CCC2C1=O)Nc1ccccc1Cl (stereo unspecified)
    -2% | 2% | -10%
- CC(C)[C@H](N)c1nnc2n1N=C(c1ccc(Cl)cc1)CS2
    0% | . | 1%
- CCCCCCOc1ccc(/C=C/C(=O)Nc2sc3c(c2C(=O)OC)CCC3)cc1OC
    4.1µM* | -7%[12.3 µM] | 0%
- CCN1C(=O)[C@H]2[C@H]3CN=C(SCc4ccc(Cl)cc4)N3[C@@](C)(C(=O)OC)[C@H]2C1=O
    ? | 0%[56.1 µM] | -4%
- Cc1oc(-c2cccc(F)c2)nc1CN1CCCCC1CCn1cccn1 (stereo unspecified)
    -25% | 4% | -17%
- COc1ccc(C(=O)N2CCOC2CNC(=O)C(=O)NCc2ccco2)cc1 (stereo unspecified)
    -8% | -4% | -9%
- C/C(=N\NC(=O)c1ccoc1C)c1ccc(Br)s1
    -2% | 8% | -6%

Part of the list above, as labelled records:
smiles: Cc1ccc(C(=O)N2CCc3ccccc3C2)cc1S(=O)(=O)N1CCOCC1
  DT40 TDP1 no CPT = ? | TDP1 inh = 4% | GCN5L2 inh = -3%
smiles: CCOC(=O)c1c(OCC)[nH]c2ccc(O)cc12
  DT40 TDP1 no CPT = 0% | TDP1 inh = 3% | GCN5L2 inh = -7%

Remaining list, next part.
SMILES | DT40 TDP1 no CPT | TDP1 inh | GCN5L2 inh
O=C(NC1CCCCC1)C(c1cccs1)N(Cc1cccs1)C(=O)c1ccco1 (stereo unspecified) | 9.2µM* | 2% | -9%
Cc1ccc(Nc2c(-c3ccc(C)cc3)nc3c(C)cccn23)cc1 | ? | 7% | -14%
Cc1cc(C(=O)NCc2cccs2)n(-c2ccccc2)n1 | -19% | -1% | 1%
O=C(Nc1ccc2c(c1)CCC2)c1ncoc1-c1ccccc1F | ? | -13% | -13%
COc1cccc(-n2c(SCC(N)=O)nnc2-c2ccco2)c1 | 0% | 2% | 2%
Cc1cc(NC(=O)CSc2nnc(-c3ccco3)n2Cc2ccccc2)no1 | -22% | 3% | 2%
Nc1ncnc2c1nc(Cl)n2C1OC(CO)C(O)C1O (stereo unspecified) | 0.46µM* | 11%[56.1 µM] | 7%
COc1ccc(NC(=O)c2cc(-c3ccccc3)nc3c2c(C)nn3-c2ccccc2)c(OC)c1 | ? | 2% | -3%
CSc1nc(Oc2ccc(F)cc2F)cc(C(F)(F)F)n1 | ? | 5% | -5%
COc1ccc(N(CC(=O)NCc2ccc(F)cc2)C(=O)c2snc(C(N)=O)c2N)cc1OC | -7% | 0% | -4%
COc1ccccc1C(=O)OCc1cc(=O)n2ccsc2n1 | -5% | -12% | -5%
COCCN1Cc2cccc(C(=O)NCc3ccccn3)c2C1=O | -17% | 4% | -5%
CC1(C)CC(=O)c2cnc(NC(=O)CSc3nc4ccccc4o3)nc2C1 | -1% | -2% | -7%
Cc1ccc(CCNC(=O)C2CCCN(S(=O)(=O)c3c(C)nn(C)c3C)C2)cc1 (stereo unspecified) | ? | 2% | -5%
CCOC(=O)N1CCN(Cc2nc3c(c(=O)n(C)c(=O)n3C)n2Cc2cccc(C)c2)CC1 | ? | 6% | -1%
COc1cc(S(=O)(=O)Nc2ccccn2)ccc1F | 3% | 0% | -1%
CC(C)Oc1ccc(/C=C(/NC(=O)c2ccccc2)C(=O)NC(Cc2ccccc2)C(=O)O)cc1 (stereo unspecified) | -5% | 7%[0.0935 µM] | 0%
COc1cc(/C=C/C(=O)OCC(=O)N2CC(=O)Nc3ccccc32)ccc1O | ? | . | -11%
Cc1ccc2c(CNCc3cccc(Cl)c3)c(C(=O)O)n(Cc3ccc(F)cc3Cl)c2c1 | 3.3µM* | 8% | -9%
COc1ccc(C(=O)CCN2CCCCCC2)cc1 | 3.2µM* | 5% | -3%

Record cards, as listed above:
CC(C)Oc1ccc(/C=C(/NC(=O)c2ccccc2)C(=O)NC(Cc2ccccc2)C(=O)O)cc1 (stereo unspecified) across the screens: DT40 TDP1 no CPT: -5%; TDP1 inh: 7%[0.0935 µM]; GCN5L2 inh: 0%
CC1(C)CC(=O)c2cnc(NC(=O)CSc3nc4ccccc4o3)nc2C1 across the screens: DT40 TDP1 no CPT: -1%; TDP1 inh: -2%; GCN5L2 inh: -7%
CCOC(=O)N1CCN(Cc2nc3c(c(=O)n(C)c(=O)n3C)n2Cc2cccc(C)c2)CC1 across the screens: DT40 TDP1 no CPT: ?; TDP1 inh: 6%; GCN5L2 inh: -1%

The results go on:
SMILES | DT40 TDP1 no CPT | TDP1 inh | GCN5L2 inh
Cc1ccc(C(=O)Nc2cccc(C(F)(F)F)c2)cc1NC(=O)c1[nH]cnc1C(N)=O | ? | -2% | -1%
O=c1c(-c2cccs2)nc2cnc(Nc3ccccc3)nc2n1C[C@H]1CCCO1 | -6% | . | -14%
COc1cc(C(=O)NNC(=O)COc2cccc(F)c2)ccc1OCC(=O)N1CCOCC1 | 12% | 1% | 3%
Cc1cccc(NC(=S)N2CCN(C(=O)c3ccco3)CC2)c1 | 0% | 0% | -3%
COc1ccc2c(Cl)c(C(=O)N/N=C/c3ccncc3)sc2c1 | -21% | . | -5%
COc1cc(C=O)ccc1OCc1ccccc1Br | ? | -3% | -2%
Cc1cc(C)nc(/N=C2\NC(=O)CC(C(=O)O)N2c2ccc(Cl)cc2)n1 (stereo unspecified) | -15% | 4% | -1%
COc1ccc(CCNCc2cc3ccc(C)cc3[nH]c2=O)cc1OC | -21% | . | 0%
Cc1nn(C)cc1C(C(=O)NC1CCCCC1)N(CCc1ccccc1)C(=O)c1cnccn1 (stereo unspecified) | 11% | 0% | ?
Cc1cccc(C)c1OCCn1c(C2CC(=O)N(c3cccc(Cl)c3)C2)nc2ccccc21 (stereo unspecified) | 13µM* | -5% | -15%
Cc1cc2c(c(=O)o1)C1(C(=O)N(C)c3ccccc31)C(C#N)=C(N)O2 (stereo unspecified) | -21% | 1% | -5%
O=C(NNC(=O)c1c(F)cccc1F)c1ccccc1-n1cccc1 | -21% | -1% | -6%
CC1CCN(CCCCOc2ccc(F)cc2)CC1 | -1% | . | 1%
COC(=O)[C@@H](Cc1c[nH]c2ccccc12)NC(=O)C1CCCN(S(=O)(=O)c2ccc(C)cc2)C1 (stereo partly specified) | 2% | . | -5%
CCOc1ncccc1C(=O)OCc1ccccc1 | ? | 0% | 1%
COc1ccc(Nc2nc3ccc(C)cc3nc2-n2nc(C)cc2C)cc1Cl | -6% | 0% | 0%
Cc1ccc(S(=O)(=O)N2CCOCC2)cc1C(=O)Nc1ccccn1 | 2% | 1% | 2%
